# Source: PubChem
# S1P3 antag: S1P3 receptor antagonists, primary screen, cell-based; AID 485, 2006; inhibition, % at 4.98 µM; CHO S1P3 NFAT-BLA reporter, FRET fluorescence, antagonist mode; Sphingosine 1-phosphate receptor 3 (Homo sapiens), Q99500; hit rate 0.27% among 170,000;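 active = inhibition above the plate cutoff, the mean inhibition of test wells on that plate plus 3 SD, cut at about 28% in these data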;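 also: cells challenged with S1P at its EC80 of 0.8 µM; blue over green emission ratio from cleaved BLA substrate after 4 h stimulation; 0% = S1P-stimulated wells and 100% = unstimulated DMSO-only wells; some compounds past the cut are filed as inactive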
# Target sequence (Q99500 whole entry, looked up): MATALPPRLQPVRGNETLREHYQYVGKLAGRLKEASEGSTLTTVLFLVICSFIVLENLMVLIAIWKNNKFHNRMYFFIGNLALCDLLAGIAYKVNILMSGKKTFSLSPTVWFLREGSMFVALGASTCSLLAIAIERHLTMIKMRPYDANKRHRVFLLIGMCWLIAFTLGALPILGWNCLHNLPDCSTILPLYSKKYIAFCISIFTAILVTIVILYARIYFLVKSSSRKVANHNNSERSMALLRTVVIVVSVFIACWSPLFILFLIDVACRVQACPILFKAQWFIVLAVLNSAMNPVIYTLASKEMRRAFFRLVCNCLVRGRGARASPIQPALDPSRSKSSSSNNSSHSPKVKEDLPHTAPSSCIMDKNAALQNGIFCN
# PPARg SRC-3 ag: PPARgamma agonists recruiting SRC-3 coactivator, primary screen, biochemical. Peroxisome proliferator-activated receptor gamma (Homo sapiens), P37231. activation, % at 8 µM. hit rate 0.26% among 200,000. biochemical PPARgamma/SRC-3 coactivator recruitment assay; in the data active = activation above about 23%;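 also: 0% = DMSO and 100% = reference agonist; some compounds past the cut are filed as inactive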
# PPARg SRC-1 ag: PPARgamma agonists recruiting SRC-1 coactivator, primary screen, biochemical; hit rate 0.41% among 200,000; Peroxisome proliferator-activated receptor gamma (Homo sapiens), P37231; AID 631, 2007; activation, % at 8 µM; PPARgamma-SRC-1 coactivator recruitment biochemical assay; in the data active = activation above about 19%;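 also: 0% = DMSO and 100% = reference agonist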
# PPARg SRC-2 ag: agonists of PPARg-SRC-2 recruitment, primary screen, biochemical, HTS | AID 1032, 2008 | PPARgamma LBD-SRC-2 recruitment | activation, % at 8 µM | hit rate 0.34% among 200,000 | Peroxisome proliferator-activated receptor gamma (Homo sapiens), P37231; in the data active = activation above about 22%;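 also: 0% = vehicle and 100% = reference agonist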
# Diaphorase inh: diaphorase inhibitors and chemical oxidizers, primary screen, counter-screen for diaphorase-coupled primary assays, biochemical, uHTS, resorufin fluorescence | inhibition, % at 20 µM | diaphorase resazurin-to-resorufin fluorescence, NADH, 16 min; bacterial (C. kluyveri) enzyme, not human | hit rate 0.69% among 190,000 | AID 1217, 2008;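 active = primary screen inhibition at 20 µM above a set limit, cut at about 50% in these data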;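 also: plate controls were DMSO with full reaction for no effect and wells lacking NADH for full effect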
#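 Detection: fluorescence of resorufin formed from resazurin, Ex 544/Em 590 nm; test system: Clostridium kluyveri diaphorase enzyme; amount: 0.14 U/mL diaphorase, enzyme working solution; times: 16-min room-temperature incubation before reading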
# G6PDH CS: L. mesenteroides G6PDH inhibitors, counter-screen for G6PDH-coupled screening assays, biochemical, Leuconostoc mesenteroides enzyme | glucose-6-phosphate dehydrogenase [Leuconostoc mesenteroides] | hit rate 0.12% among 200,000 | inhibition, % at 5 µM | Purified L. mesenteroides G6PDH, diaphorase/resazurin coupled fluorescence, 45 min; in the data active = inhibition above about 50%
# ROMK mod: ROMK potassium channel modulators, primary screen, cell-based, thallium flux, MLSMR library | Tet-inducible ROMK, thallium flux fluorescence; actives lie on both sides | hit rate 2% among 130,000 | B-score at 10 µM | AID 1918, 2009;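 active = signal ratio slope over the read window, or its plate-corrected B-score, at least 3 SD from the plate mean, either direction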;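 also: B-score of the F/F0 ratio slope over 7 to 12 s after thallium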
# SRC2 TRFRET art: TR-FRET signal artefacts, primary screen, artefact control for PPARgamma SRC-2 agonist project, biochemical; TR-FRET ratio at 8 µM; TR-FRET artefact counter-screen; hits give high values; hit rate 0.4% among 200,000; in the data active = TR-FRET ratio above about 2000; also: inactives centre near 1500
# PMI act: activators of human PMI, primary screen, biochemical, fluorescence intensity, near-Km mannose 6-phosphate | AID 1214, 2008 | hit rate 0.005% among 190,000 | purified human PMI, coupled resazurin fluorescence, 20 min; hits give high values; 1 = vehicle control, 0 substrate-free wells | activation factor at 20 µM;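 active = activation factor of 2 or more at 20 µM, relative to plate controls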
# Target sequence (P34949 whole entry, looked up): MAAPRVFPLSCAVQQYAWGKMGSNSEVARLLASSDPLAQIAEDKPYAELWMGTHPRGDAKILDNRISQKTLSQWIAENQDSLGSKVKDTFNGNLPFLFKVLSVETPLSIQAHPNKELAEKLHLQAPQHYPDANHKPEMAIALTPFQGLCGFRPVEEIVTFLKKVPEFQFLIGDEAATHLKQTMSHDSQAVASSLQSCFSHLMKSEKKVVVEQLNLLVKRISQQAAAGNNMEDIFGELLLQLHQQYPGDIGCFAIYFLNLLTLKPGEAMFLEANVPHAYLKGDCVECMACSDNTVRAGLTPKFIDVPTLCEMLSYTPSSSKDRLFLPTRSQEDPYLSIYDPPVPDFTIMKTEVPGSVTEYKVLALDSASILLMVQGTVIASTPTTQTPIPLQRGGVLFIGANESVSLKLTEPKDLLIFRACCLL
# Diaph act CS: compounds boosting diaphorase resazurin reduction – biochemical, uHTS, resorufin fluorescence, counter-screen for diaphorase-coupled primary assays, primary screen | activation factor at 20 µM | Diaphorase/resazurin coupled assay, 16 min; hits give high values; 1 = vehicle wells, 0 = NADH-free wells | hit rate 0.005% among 190,000;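 active = diaphorase activity raised at least twofold by the compound at 20 µM; inactive = activation factor below 2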
#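 Test system: Clostridium kluyveri diaphorase, purified enzyme. Buffer or medium: 50 mM HEPES pH 7.4 buffer plus MgCl2 and Tween 20. Also added: 0.114 mM NADH and 0.1 mM resazurin, final amounts. Dosing: compound 20 µM once, DMSO 1%. Schedule: 16 min enzyme reaction, ambient temperature. Detection: fluorescence of resorufin, 544 nm excitation, 590 nm emission.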
# PMI act hi M6P: human PMI activators, high substrate, primary screen, biochemical, fluorescence intensity, near-saturating mannose 6-phosphate; Mannose-6-phosphate isomerase (Homo sapiens), P34949; coupled PMI enzyme assay, resazurin fluorescence, 20 min; hits give high values; 1 = untreated enzyme, 0 = substrate-free blank; activation factor at 20 µM; hit rate 0.34% among 190,000;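 active = activation factor of 2 or more at 20 µM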
#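 Test system: human PMI in coupled enzyme assay; Input: PMI at 15 ng/mL final; Medium: HEPES buffer, pH 7.4; Schedule: 20 min incubation at room temperature; Technique: resorufin fluorescence at Ex 544/Em 590 nm; Compound: 20 µM single dose; Probe or stimulus: Near-saturating mannose-6-phosphate, 1.0 mM.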
# * = called active by the depositor; x = not tested or not shown.
# Second line of a record: Diaphorase inh	PPARg SRC-1 ag	PMI act	Diaph act CS	PPARg SRC-2 ag	ROMK mod	PPARg SRC-3 ag	G6PDH CS	SRC2 TRFRET art	PMI act hi M6P	S1P3 antag
> Cc1c(Br)c([N+](=O)[O-])nn1C(C)C(=O)NCc1cccs1 (stereo not given)
 : 11	-8	1	0.9	-2	x	-1	3	1333	1	x
> CCc1nnc(NC(=O)CSc2nnc(-c3cccnc3)n2CCc2ccccc2)s1
 : 8	2	0.8	0.9	10	x	4	14	1516	0.9	-4
> CCOC12CC(C)(C)CC(C)(CC3=C1C(=O)CC(C)(C)C3)C2 (stereo not given)
 : 5	0	1	1	2	0.57	0	4	1450	1	-4
> O=C(O)c1cccc(-c2nnn(Cc3ccccc3)n2)c1
 : 4	-6	1.1	1	-3	0.22	-6	-1	1466	1.1	x
> COc1ccc(CC(=O)NCc2ccc3c(c2)cc(C)n3C)cc1OC
 : 21	-5	0.9	0.8	-1	-0.23	0	7	1510	0.7	14
> COc1ccc(CCSc2nnc(C3CCCCC3)n2N)cc1
 : 16	1	1	0.8	1	-0.3	-7	13	1644	1	x
> COc1cccc(C(=O)NNC(=S)NC2CCCCC2)c1
 : 16	7	0.9	0.8	-3	0.098	3	22	1623	0.9	4
> O=C(CSCc1cnn(-c2ccccc2)c1-n1cccc1)NCc1cccnc1
 : 3	2	1.1	1	6	-0.82	3	23	1385	1	23
> Cn1c(=O)[nH]c(=O)c2c1nc(NC1CCCCC1)n2Cc1ccccc1
 : 15	4	1	0.8	13	x	-1	8	1735	1	3
> Cc1ccc(NC(=O)C2CCN(C(=O)NC3CCCCC3)CC2)c(C)c1
 : 10	-7	1	0.9	-3	x	-2	10	1544	0.9	x
> CCOc1cc(N2CCOCC2)c(OCC)cc1NC(=O)c1cc(C)cc(C)c1
 : 19	8	0.8	0.8	7	0.67	-3	0	1707	0.6	-5
> CCn1c(CNc2ccc(F)cc2)nnc1SCC(=O)N1CCCc2ccccc21
 : 10	0	0.9	0.9	-2	0.93	-11	9	1544	0.7	-1
> Cc1cc(C)cc(-n2nnc(C(=O)NCc3ccccc3)c2N)c1
 : 9	3	0.9	0.9	-1	0.029	-5	16	1366	0.9	4
> O=c1c2cc(NC(=S)N3CCC(N4CCCCC4)CC3)ccc2nc2n1CCCCC2
 : -11	2	1.1	1.1	9	-0.52	-2	1	1675	1.1	-13
> c1ccc(-c2nccc(-c3ccc4c(c3)OCO4)n2)cc1
 : 7	6	1	0.9	11	0.63	1	-5	1799	1	-20
> CCn1nc2cc(C(=O)NCc3cc(C(F)(F)F)cc(C(F)(F)F)c3)ccc2c1OC
 : 8	6	1	0.9	12	1.3	6	15	1577	1	x
> COc1cccc(-n2nnc3c(=O)n(CC(=O)N4CCC(C)CC4)cnc32)c1
 : 23	0	1	0.8	8	0.27	-13	9	1492	1	10
> Cn1nc(-c2ccc(Cl)cc2)c2cc(C(=O)N3CCOCC3)sc21
 : 20	8	1	0.8	3	x	4	-10	1553	1	2
> CCC1=NN(C(=O)C(=O)Nc2ccccc2OC)C(O)(C(F)(F)F)C1 (stereo not given)
 : 4	-4	1	1	0	x	-4	3	1427	1.1	x
> O=C(O)C1OC(Oc2cc3oc(-c4ccccc4)cc(=O)c3c(O)c2O)C(O)C(O)C1O (stereo not given)
 : 24	x	1	0.8	x	-0.01	x	30	x	1.2	0

# Whole records, looked up by structure. Order of screens: Diaphorase inh | PPARg SRC-1 ag | PMI act | Diaph act CS | PPARg SRC-2 ag | ROMK mod | PPARg SRC-3 ag | G6PDH CS | SRC2 TRFRET art | PMI act hi M6P | S1P3 antag
# CCc1nnc(NC(=O)CSc2nnc(-c3cccnc3)n2CCc2ccccc2)s1 reads 8 | 2 | 0.8 | 0.9 | 10 | x | 4 | 14 | 1516 | 0.9 | -4
# Cn1nc(-c2ccc(Cl)cc2)c2cc(C(=O)N3CCOCC3)sc21 reads 20 | 8 | 1 | 0.8 | 3 | x | 4 | -10 | 1553 | 1 | 2

# Following part:
# Second line of a record: Diaphorase inh	PPARg SRC-1 ag	PMI act	Diaph act CS	PPARg SRC-2 ag	ROMK mod	PPARg SRC-3 ag	G6PDH CS	SRC2 TRFRET art	PMI act hi M6P	S1P3 antag
> Cc1ccc(/C=N/NC(=O)CNC(=O)c2ccc(C)c([N+](=O)[O-])c2)o1
 : 14	3	1	0.9	2	x	-2	-1	1408	0.9	0
> COc1ccc(N=c2scc(-c3ccc(OC)cc3)n2CCO)cc1
 : 17	2	1	0.8	3	-1.3	7	1	1590	1	x
> CCCC(=O)N1c2ccccc2C(N(C(C)=O)c2ccccc2)CC1C (stereo not given)
 : 12	-2	1	0.9	-1	x	-13	2	1512	1	x
> CCCCN(C)CCn1c(=S)[nH]c2ccc(N3CCOCC3)cc2c1=O
 : 3	1	1	1	5	-0.65	3	-18	1432	1	x
> O=C1CSC(=S)N1CC1CCCO1 (stereo not given)
 : 8	3	1	0.9	-6	0.69	-6	8	1715	0.9	-32
> Cc1ccc(Sc2ccc(CO)cc2[N+](=O)[O-])cc1
 : -15	-8	1.1	1.1	-5	-0.15	1	2	1604	1.1	-4
> CCO[C@H]1OC(C(=O)NCc2nc3ccccc3[nH]2)=C[C@@H](c2ccccc2)[C@@H]1CCCO
 : 6	-1	1	0.9	7	x	-5	9	1437	1	-2
> O=C(Nc1ccc(S(=O)(=O)NCCc2ccccc2)cc1)c1ccco1
 : 4	5	0.9	1	9	x	1	14	1678	1	29
> Cc1ccc(N(C)C(=O)N2CCN(S(=O)(=O)c3ccc4ccccc4c3)CC2)cc1
 : 13	3	0.9	0.9	0	-0.78	-9	-3	1410	0.9	x
> Cc1ccc(S(=O)(=O)N2CCCCC2C(=O)N2CCN(Cc3ccccc3)CC2)cc1 (stereo not given)
 : 12	-7	1.1	0.9	-1	x	3	2	1468	1.1	-7
> COc1ccc(NC(=S)N(CCc2c(C)[nH]c3ccc(C)cc23)Cc2ccco2)cc1
 : 23	-2	0.9	0.8	-8	1.4	0	19	1576	0.8	7
> Cc1ccc(Cl)cc1N1CCN(C(=O)Cc2cn(C)c3ccccc23)CC1
 : 11	-3	0.9	0.9	10	-0.14	4	8	1399	1	x
> O=C(CN(c1ccc(Cl)c(C(F)(F)F)c1)S(=O)(=O)c1ccccc1)N1CCOCC1
 : 16	4	0.9	0.8	7	x	-1	14	1460	0.9	-78
> N=C(c1cccc([N+](=O)[O-])c1)N1CCCCCC1
 : 22	4	1	0.8	5	-0.13	3	0	1918	1	16
> Cc1cc(C(=O)CSCc2nnc3n(CCC(C)C)c(=O)c4ccccc4n23)c(C)n1C
 : x	14	x	x	4	x	8	x	1629	x	6
> Clc1ccc(-c2cnn3c(-c4ccncc4)ccnc23)cc1
 : -15	5	1.1	1.1	-1	-0.51	1	-7	1501	1.2	-8
> Cc1nc2n(n1)C(c1ccccc1)C1=C(CC(c3ccco3)CC1=O)N2 (stereo not given)
 : -6	13	1	1.1	9	0.032	11	26	1410	1	1
> CC(Sc1nnc(CNc2cccc3ccccc23)n1-c1ccccc1)C(=O)N/N=C/c1ccco1 (stereo not given)
 : 20	9	0.9	0.8	11	x	-6	5	1610	0.8	x
> O=C(NC(=S)Nc1cccc2[nH]ncc12)c1ccccc1
 : 22	-6	0.9	0.8	7	-1.3	-1	6	1471	0.7	7
> Cc1ccc(C)c(Oc2nnnn2-c2ccccc2)c1
 : 10	1	0.9	0.9	7	x	-3	4	1656	0.9	-4
> O=c1oc2ccccc2c(Nc2ccc(F)cc2)c1[N+](=O)[O-]
 : -14	-1	1.2	1.1	5	0.14	8	1	1549	1.1	8
> Cc1ccc(SCCNS(=O)(=O)c2ccc(F)cc2)cc1
 : 27	8	0.8	0.7	5	x	-7	-23	1746	0.8	1
> N/C(=N\OS(=O)(=O)c1ccc(Cl)cc1)c1cccnc1
 : -6	6	1.3	1.1	1	1.1	5	6	1606	1.2	-7
> Cc1ccc(-n2cc(CNC(C)Cn3cncn3)c(-c3ccc(F)cc3)n2)cc1 (stereo not given)
 : -18	-3	1	1.2	3	-1.6	6	9	1645	1.1	-13
> CCCS(=O)(=O)n1nc(-c2ccc(Br)cc2)cc1N
 : 8	6	0.9	0.9	-2	x	7	-9	1486	0.9	6
> Cc1ccc(N2CCN(/N=C/C(Cl)=C/c3ccccc3)CC2)cc1
 : -12	4	1	1.1	8	0.0029	3	2	1698	1	-11
> CC1(c2cnc(Nc3ccccc3)s2)CCC(=O)O1 (stereo not given)
 : 14	12	0.9	0.9	6	1	4	8	1539	0.9	x
> [O-][n+]1ccccc1SC/C=C/c1ccccc1
 : 12	10	1	0.9	7	0.3	3	5	1619	0.9	-18
> CN(C)c1nc(Oc2ccc(=O)n(-c3ccccc3)n2)nc(N2CCOCC2)n1
 : 21	13	0.9	0.8	2	-1.1	0	3	1714	0.8	-4
> CC1CCN(CCCNC(=O)c2ccc3c(=O)n(Cc4ccc(Cl)cc4)c(=S)[nH]c3c2)CC1
 : -70	6	1.2	1.7	3	-2.7*	-1	-1	1522	1.2	0
> COc1ccc(C)cc1NC(=O)c1cnc2sccn2c1=O
 : 28	x	0.9	0.7	x	x	x	-35	x	0.9	19
> CCCOC(=O)CC1C(=O)NCCN1Cc1ccccc1C (stereo not given)
 : x	7	x	x	12	x	5	x	1625	x	6
> COc1ccc(/C=C2\SC(N3CCc4ccccc4C3)=NC2=O)cc1OC
 : 31	2	0.8	0.7	2	x	0	7	1505	1	1
> COc1ccc(Nc2nc(CN3CCOCC3)nc3sc4c(c23)CCC(C)C4)cc1OC (stereo not given)
 : 2	-1	0.9	1	-8	0.61	-4	-5	1620	0.9	2
> CC(C)(C)n1nnnc1C(c1ccc2ncccc2c1)N1CCC(O)CC1 (stereo not given)
 : 11	12	1	0.9	4	1.5	8	1	1601	1	-3
